Compound activity (PubChem BioAssay)
Casp6 inh: caspase-6 (human) enzyme inhibition | P55212 | purified caspase-6, Z-VEID-R110 cleavage fluorescence | inhibition, % at 12.5 µM | actives 0.53% (n = 350,000) | AID 686996;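 active = mean inhibition across replicates at least about 35%, with every replicate also reaching that limit, limit read from the data; inconclusive = only one of the two criteria met; inactive = neither criterion met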;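 note: 0% = median of neutral control wells and 100% = no fluorescence left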
Target sequence (P55212 24-179 limits assumed): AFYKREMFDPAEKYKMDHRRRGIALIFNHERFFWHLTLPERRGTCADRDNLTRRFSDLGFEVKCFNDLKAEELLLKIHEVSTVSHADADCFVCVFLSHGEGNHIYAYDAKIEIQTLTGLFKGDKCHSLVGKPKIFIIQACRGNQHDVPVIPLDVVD
Target sequence (P55212 194-293 limits assumed): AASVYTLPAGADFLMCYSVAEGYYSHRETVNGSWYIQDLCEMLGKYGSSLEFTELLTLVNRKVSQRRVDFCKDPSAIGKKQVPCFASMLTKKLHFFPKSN
SIRT5 inh: blocks human SIRT5 desuccinylation of peptide. Q9NXA8. Purified SirT5, succinyl-peptide AMC, trypsin-coupled fluorescence. inhibition, % at 15 µM. actives 1.1% (n = 330,000). AID 652115; in the data active = inhibition above about 15%; inconclusive = no clear call, values can overlap the other calls
Target sequence (Q9NXA8 whole entry, looked up): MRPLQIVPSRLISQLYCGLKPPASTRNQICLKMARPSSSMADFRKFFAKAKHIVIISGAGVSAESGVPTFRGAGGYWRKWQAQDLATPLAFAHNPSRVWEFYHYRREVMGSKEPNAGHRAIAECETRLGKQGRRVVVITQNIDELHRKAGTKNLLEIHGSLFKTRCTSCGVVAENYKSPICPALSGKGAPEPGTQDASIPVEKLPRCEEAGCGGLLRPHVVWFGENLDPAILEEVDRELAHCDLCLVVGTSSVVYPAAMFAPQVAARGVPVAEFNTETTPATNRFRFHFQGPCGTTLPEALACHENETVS
esBAF inh: inhibitors of esBAF chromatin remodeling in mouse ES cells; Bmi1-luciferase knock-in reporter, 24 h; 100% = twice the neutral-well signal; reporter increase, % at 12.5 µM; actives 2% (n = 350,000); AID 602393; in the data active = activation above about 40%; inconclusive = no clear call, values can overlap the other calls;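 note: 0% = median of the plate's neutral control wells and 100% = double that signal; a rise in the Bmi1 reporter signal indicates esBAF inhibition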
C2C12 statin: protects C2C12 myotubes from simvastatin toxicity; ATP luminescence, 48 h; scaled: DMSO 0, geranylgeraniol control 100; rescue of ATP level, % at 7.49 µM; actives 0.78% (n = 330,000); AID 602340;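 active = mean ATP rescue above about 67%, or every replicate alone reaching that limit, limit read from the data, passing the limit was not always enough; inconclusive = no clear call, values can overlap the other calls; inactive = mean under the limit and some replicate under it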;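 note: myotubes were challenged with 10 µM simvastatin during compound exposure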
LGR2 antag: inhibitors of bursicon-induced Drosophila LGR2 receptor cAMP signaling; AID 720647; inhibition, % at 9.99 µM; actives 0.35% (n = 380,000); HEK293 LGR2, CRE-luciferase, bursicon-stimulated, 4 h;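 active = drop in luminescence signal, shown as inhibition above about 50% in the replicate tests, limit read from the data, passing the limit was not always enough; inconclusive = probably only some replicates passing the limit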;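 note: agonist challenge used bursicon conditioned medium at about half maximal strength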
S100A4 inh HTS: S100A4-myosin IIA interaction inhibition | P26447 | S100A4/TAMRA-MyoIIA peptide fluorescence polarization | inhibition, % at 10.7 µM | actives 0.14% (n = 360,000);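 active = mean inhibition of at least 70% across replicates, with every replicate also reaching that level; inconclusive = mean inhibition reaches 70% but some replicates fall short; inactive = mean inhibition below 70%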
Target sequence (P26447 whole entry, looked up): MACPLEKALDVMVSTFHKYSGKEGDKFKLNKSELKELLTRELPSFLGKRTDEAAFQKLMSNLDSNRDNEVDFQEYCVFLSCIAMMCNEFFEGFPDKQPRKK
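Compound dosing: one dose per compound; test system: human S100A4 monomer with TAMRA-labelled myosin IIA peptide; probe or stimulus: TAMRA-labelled myosin IIA heavy-chain peptide probe, 5 nM; medium: HEPES buffer with Ca2+, pH 7.2; schedule: 5 min incubation before reading; benchmarks: neutral control DMSO, positive control TFP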
FN deposition inh: fibronectin deposition inhibition | inhibition, % at 12.6 µM | actives 0.086% (n = 350,000) | AH1F fibroblasts, Alexa488-fibronectin deposition fluorescence, overnight | AID 743247;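 active = mean inhibition across replicates of 30% or more, regardless of how many single replicates reach that level; inconclusive = mean under 30% yet at least half of replicates reach 30%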;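 note: positive control wells lacked labelled fibronectin entirely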
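Test system: AH1F fibroblast monolayer depositing Alexa488-labelled fibronectin into matrix. Input: 10000 cells per well. Technique: fluorescence, ex 485 nm, em 525 nm. Buffer or medium: DMEM plus 2% serum, read in PBS. Timing: 1 h cell adhesion before compound, then overnight fibronectin incubation. Compound: single dose, pinned. Read-out basis: inhibition from reduced deposited-fibronectin fluorescence.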
Numbers without * were called inactive; u = inconclusive; x = no result given.

Compound	C2C12 statin	SIRT5 inh	FN deposition inh	S100A4 inh HTS	Casp6 inh	esBAF inh	LGR2 antag
C[C@@H]1CN([C@@H](C)CO)C(=O)c2cccc(NC(=O)c3nc4ccccc4s3)c2O[C@@H]1CN(C)CC1CCCCC1	18	0	4	-5	0	3	17
CCCOC(=O)C(=O)NNc1ccccc1	-3	2	x	-23	1	-4	-7
O=C(O)CCC1(CCC(=O)O)c2ccccc2-c2ccccc21	-4	-4	-6	-6	0	-2	-6
COc1cccc(-c2cc(C(=O)O)no2)c1	-13	x	3	x	x	1	x
COc1ccc2c3c(n(C)c2c1)[C@@H](CO)N(Cc1ccccc1)CC31CCN(S(C)(=O)=O)CC1	x	0	x	11	0	x	-14
COCCNC(=O)C1(C)CCCN(Cc2ccc(C)c3ccccc23)C1 (stereo not given)	-5	0	-2	-2	-5	-2	1
CCOc1ccc(OCC)c(NC(=O)CSc2nnc(Cn3cnc4ccccc43)n2C)c1	11	x	-6	x	x	1	3
COc1ccc(OC)c(Nc2nc(-c3ccncc3)nc3ccccc23)c1	-53	-2	19	2	-1	-15	-9
CCCCn1c(Cc2ccccc2)n[nH]c1=S	3	x	1	x	x	-4	x
NN=C(NN=Cc1ccccc1)c1ccccc1	x	-6	-4	6	-2	x	-112

Reformatted field by field: part of the list above.
CCCOC(=O)C(=O)NNc1ccccc1
- C2C12 statin = -3
- SIRT5 inh = 2
- FN deposition inh = x
- S100A4 inh HTS = -23
- Casp6 inh = 1
- esBAF inh = -4
- LGR2 antag = -7

O=C(O)CCC1(CCC(=O)O)c2ccccc2-c2ccccc21
- C2C12 statin = -4
- SIRT5 inh = -4
- FN deposition inh = -6
- S100A4 inh HTS = -6
- Casp6 inh = 0
- esBAF inh = -2
- LGR2 antag = -6

COc1cccc(-c2cc(C(=O)O)no2)c1
- C2C12 statin = -13
- SIRT5 inh = x
- FN deposition inh = 3
- S100A4 inh HTS = x
- Casp6 inh = x
- esBAF inh = 1
- LGR2 antag = x

(cont.)
Compound	C2C12 statin	SIRT5 inh	FN deposition inh	S100A4 inh HTS	Casp6 inh	esBAF inh	LGR2 antag
Cc1ccc(S(=O)(=O)Nc2ccc(C(=O)NCc3ccncc3)cc2)cc1	2	3	-1	4	3	-2	-5
COc1ccc(C2=C(CC(=O)O)C(=O)CC2)cc1	4	x	-1	x	x	-9	-18
O=C1Nc2ccccc2N=C(c2ccc3c(c2)OCO3)C1N(CCc1ccccc1)C(=O)CSc1ncccn1 (stereo not given)	14	-5	-7	-2	2	u	-10
N#Cc1nc(COc2ccc(F)cc2)oc1NCCCn1ccnc1	10	x	-5	x	x	3	x
COc1ccc(C(=O)NCc2cc3ccccc3n2C)cc1	14	-4	-1	-4	-3	32	-18
COc1ccccc1NC(=O)N[C@H]1CC[C@H](CC(=O)N[C@@H](C)c2ccccc2)O[C@@H]1CO	-4	-8	4	63	-4	9	-3
COC(=O)CCCC(=O)N1CCCC(CCC(=O)NCc2ccc(F)c(F)c2)C1 (stereo not given)	1	0	-3	5	-3	-4	-7
C[C@@H]1CN([C@H](C)CO)C(=O)c2cc(NS(=O)(=O)c3cccs3)ccc2O[C@@H](C)CCCCO[C@H]1CN(C)Cc1ccc(Cl)c(Cl)c1	x	5	-6	6	4	-2	18
COc1cc(CN2C[C@@H](CO)O[C@@H](n3cnc4c(NCC(C)C)ncnc43)C2)cc(OC)c1OC	11	-2	-2	-2	1	-5	-15
COc1ccccc1NC(=O)COC(=O)C1CCCC1	-5	0	-6	2	2	-9	5
COc1ccccc1NCc1cc(=O)oc2c(C)c(O)ccc12	35	-1	2	-2	3	9	-2
C[C@H](CO)N1C[C@H](C)[C@@H](CN(C)CC2CCCC2)Oc2ncc(C#Cc3ccncc3)cc2C1=O	103*	x	-2	-10	2	-1	1
COc1ccc(CN(C)C[C@@H]2Oc3ccc(NC(=O)CCCCCC(=O)Nc4ccccc4N)cc3CC(=O)N([C@H](C)CO)C[C@H]2C)cc1	x	-1	x	7	-1	x	-26
O=C(C[C@H]1CC[C@H](NC(=O)Nc2cc(F)ccc2F)[C@@H](CO)O1)NCc1ccc2c(c1)OCO2	-11	2	1	0	2	-8	-3
O=C(Cc1ccc(NC(=O)C2CCCN(C(=O)c3ccccc3)C2)cc1)Nc1ccc(C(=O)N2CCOCC2)cc1 (stereo not given)	5	-3	12	-5	x	-1	3
CC1=CN(S(=O)(=O)c2ccc(C)cc2)C[C@@H]2[C@H]3CC[C@H](C3)[C@H]12	-3	x	-4	-2	-5	4	14
CO[C@H]1CN(C)C(=O)c2cc(NC(=O)CC(F)(F)F)ccc2OC[C@H](C)N(C(=O)C2CCOCC2)C[C@@H]1C	x	-5	3	-24	2	x	-1
C[C@@H]1CN([C@@H](C)CO)C(=O)c2cc(/C=C/c3ccccc3)cnc2O[C@H]1CN(C)C(=O)c1cccc(F)c1	39	-4	x	-3	-1	5	6
C/C(=C\c1ccccc1)CN1CCN(Cc2ccc(C)o2)C(CCO)C1 (stereo not given)	10	-3	7	34	2	-3	-9
COc1ccc2nc3ccccc3nc2c1NC(=O)c1ccccc1Cl	x	-1	-3	1	4	x	9

Quoted at random: 4 entries already listed.
Compound	C2C12 statin	SIRT5 inh	FN deposition inh	S100A4 inh HTS	Casp6 inh	esBAF inh	LGR2 antag
O=C(C[C@H]1CC[C@H](NC(=O)Nc2cc(F)ccc2F)[C@@H](CO)O1)NCc1ccc2c(c1)OCO2	-11	2	1	0	2	-8	-3
C/C(=C\c1ccccc1)CN1CCN(Cc2ccc(C)o2)C(CCO)C1 (stereo not given)	10	-3	7	34	2	-3	-9
COc1ccc(CN(C)C[C@@H]2Oc3ccc(NC(=O)CCCCCC(=O)Nc4ccccc4N)cc3CC(=O)N([C@H](C)CO)C[C@H]2C)cc1	x	-1	x	7	-1	x	-26
O=C(Cc1ccc(NC(=O)C2CCCN(C(=O)c3ccccc3)C2)cc1)Nc1ccc(C(=O)N2CCOCC2)cc1 (stereo not given)	5	-3	12	-5	x	-1	3

Next part:
Compound	C2C12 statin	SIRT5 inh	FN deposition inh	S100A4 inh HTS	Casp6 inh	esBAF inh	LGR2 antag
N#CC1=C(N)SC(N)=C(C#N)C1c1cccc(O)c1	53	-1	x	-34	8	1	1
CCC(C)(C)NC(=O)C(C(C)C)N(CC1CCCO1)C(=O)CNS(=O)(=O)c1ccccc1 (stereo not given)	16	1	6	5	25	-6	4
Cc1ccc(S(=O)(=O)N[C@@H]2CC[C@@H](CCNS(=O)(=O)Cc3ccccc3)O[C@H]2CO)cc1	1	-2	15	2	-4	-9	-9
C[C@H]1CN([C@@H](C)CO)C(=O)c2cc(C3=CCCCC3)cnc2O[C@@H]1CN(C)Cc1ccc(C(=O)O)cc1	-12	2	7	7	x	0	-1
COc1ccc2c3c(ccc2c1)C(=O)/C(=C/O)CC3	x	x	2	-1	0	x	-16
CCOc1ccc(/C=C2\SC(=S)N(CC(=O)NCCCN3CCOCC3)C2=O)cc1	20	2	-3	-3	-5	29	-5
COc1ccc(CN(C)C[C@@H]2OCCCC[C@H](C)Oc3ccc(NC(=O)Nc4ccc(F)cc4)cc3C(=O)N([C@@H](C)CO)C[C@@H]2C)cc1	-130	2	x	-21	-3	2	25
COc1ccc(CNC(=O)COC(=O)c2ccc(S(=O)(=O)N3CCCCC3)cc2)cc1	10	x	-4	6	-2	-4	-9
N=c1sccn1CC(=O)Nc1cccc(S(=O)(=O)N2CCCCCC2)c1	6	1	14	-13	-1	-2	-8
COc1ccc(OC)c(C(=O)c2coc3cc(Br)c(O)c(Br)c23)c1	x	2	-1	2	0	x	5
COc1cc(/C=N\NC(=O)OC(C)(C)C)ccc1OC(=O)c1ccco1	x	-6	-13	-5	4	x	-32
COc1ccc(/C=N/Nc2ccccn2)c(OC)c1OC	x	x	x	20	-7	x	-29
Cc1ccc(Cn2ncn(-c3ccccc3)c2=O)cc1	x	-5	-2	0	1	x	-6
COc1cc(NC(=O)CSc2nccc(C)n2)c(C)cc1[N+](=O)[O-]	x	x	-1	5	6	x	x
Cc1ccc(S(=O)(=O)Nc2ccc3c(c2)C(=O)N([C@@H](C)CO)C[C@@H](C)[C@H](CN(C)Cc2ccccc2)O3)cc1	40	0	x	-26	1	-4	-10
COc1ccccc1CNC(=O)C(=O)Nc1ccc(C(=O)N2CCC(C)CC2)cc1	-10	4	-3	-9	-1	-2	6
COc1ccc(CN(C(=O)c2snc(C(N)=O)c2N)C(C(=O)NC2CCCC2)c2ccco2)cc1 (stereo not given)	11	-2	-3	0	4	6	-3
COc1ccc(S(=O)(=O)Nc2ccc3c(c2)C(=O)N([C@H](C)CO)C[C@@H](C)[C@@H](CN(C)C)OCCCC[C@@H](C)O3)cc1	x	-3	6	-2	-2	x	6
Cc1ccc(S(=O)(=O)N(C)C[C@@H]2OCCCC[C@@H](C)Oc3ccc(NC(=O)Nc4c(C)noc4C)cc3C(=O)N([C@H](C)CO)C[C@H]2C)cc1	x	0	2	10	-2	-2	-4
CO[C@@H]1CN(C)C(=O)c2ccc(NC(C)=O)cc2OC[C@H](C)N(C(=O)C2CCC2)C[C@H]1C	-4	-1	4	-2	-8	-1	-1

In the list so far, two contain a Cl atom:
Compound	C2C12 statin	SIRT5 inh	FN deposition inh	S100A4 inh HTS	Casp6 inh	esBAF inh	LGR2 antag
C[C@@H]1CN([C@H](C)CO)C(=O)c2cc(NS(=O)(=O)c3cccs3)ccc2O[C@@H](C)CCCCO[C@H]1CN(C)Cc1ccc(Cl)c(Cl)c1	x	5	-6	6	4	-2	18
COc1ccc2nc3ccccc3nc2c1NC(=O)c1ccccc1Cl	x	-1	-3	1	4	x	9

Later entries
Compound	C2C12 statin	SIRT5 inh	FN deposition inh	S100A4 inh HTS	Casp6 inh	esBAF inh	LGR2 antag
CCOc1ccc(NC2c3ccccc3C(=O)N2c2ccc(Cl)cn2)cc1 (stereo not given)	9	6	1	3	0	18	-86
O=C(Nc1cccc(F)c1)N1CC(=O)N2[C@@H](CO)[C@H](c3ccc(-c4ccccc4F)cc3)[C@@H]2C1	x	1	x	4	0	x	2
Cc1cn([C@H]2C[C@H](O)[C@@H](/C=C/C(=O)NCCc3cccnc3)O2)c(=O)[nH]c1=O	5	-3	-5	-2	3	4	6
C[C@@H]1CCCCO[C@@H](CN(C)C(=O)Cc2ccccc2)[C@@H](C)CN([C@H](C)CO)C(=O)c2cc(NS(=O)(=O)c3cn(C)cn3)ccc2O1	-4	0	x	-21	-1	1	-23
C[C@H]1CN([C@@H](C)CO)C(=O)c2cc(NC(=O)Nc3ccc(C(F)(F)F)cc3)ccc2O[C@H]1CN(C)Cc1ccc(C(=O)Nc2ccccc2N)cc1	x	2	x	-1	0	x	10

3 entries from above, arranged by the value under S100A4 inh HTS, highest first.
canonical_smiles,S100A4 inh HTS
O=C(Nc1cccc(F)c1)N1CC(=O)N2[C@@H](CO)[C@H](c3ccc(-c4ccccc4F)cc3)[C@@H]2C1,4
CCOc1ccc(NC2c3ccccc3C(=O)N2c2ccc(Cl)cn2)cc1 (stereo not given),3
C[C@@H]1CCCCO[C@@H](CN(C)C(=O)Cc2ccccc2)[C@@H](C)CN([C@H](C)CO)C(=O)c2cc(NS(=O)(=O)c3cn(C)cn3)ccc2O1,-21

These rows are one share of the data; the hit share may differ from the screen's.
